Screens as filed in PubChem BioAssay.
VEEV TC-83 Vero – inhibitors of VEEV TC-83 cytopathic effect, confirmation, Vero cells (AID 588727) | Vero cells, VEEV TC-83 cytopathic effect inhibition; higher % means a stronger effect | inhibition, % at 20 µM, or IC50 in µM where a hit was titrated | actives 0.13% (n = 350,000); in the data active = a potency from the dose series; inconclusive = inhibition mostly from about 14% at the one dose, without a potency; inactive = the rest, 99 in 100 with inhibition below about 12%; note: strong numbers were not always called active
influenza NS1A – NS1A inhibition, H1N1 influenza, cell based functional assay (AID 504329); NS1A functional cell-based assay, percent inhibition; higher % means a stronger effect; inhibition, % at 12.5 µM, or IC50 in µM where a hit was titrated; actives 0.3% (n = 340,000); in the data active = a potency from the dose series; inconclusive = inhibition above about 27% without an active follow-up result; note: strong numbers were not always called active
H37Rv inhibition – M. tuberculosis growth inhibition, HTS (AID 449762). inhibition, % at 25 µM, or IC50 in µM where a hit was titrated. M. tuberculosis H37Rv growth inhibition, 7H9 media; higher % means a stronger effect. actives 0.59% (n = 330,000); in the data active = a potency from the dose series; inconclusive = inhibition above about 70% without an active follow-up result;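 note: bacterial growth assessed after seven days of incubation; strong numbers were not always called active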
Salmonella PhoP GFP – Inhibition of PhoP regulon, Salmonella typhi GFP reporter cells, confirmation, 4 h (AID 1850); Salmonella Typhi PhoP-promoter GFP reporter, fluorescence, 4 h; higher % means a stronger effect; inhibition, % at 50 µM; hits with a dose series show IC50 in µM; actives 0.33% (n = 310,000); in the data active = a potency from the dose series; inconclusive = inhibition mostly from about 25% at the one dose, without a potency; inactive = the rest, 99 in 100 with inhibition below about 19%;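 note: 0% = induced wells with vehicle and 100% = uninduced wells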
tuberculosis growth – growth inhibition of non-replicating M. tuberculosis (AID 488890). actives 0.39% (n = 320,000). one-dose inhibition, % at 25 µM; IC50 in µM for titrated hits. Mycobacterium tuberculosis non-replicating, growth inhibition; higher % means a stronger effect; in the data active = a potency from the dose series; inconclusive = inhibition mostly from about 82% at the one dose, without a potency; inactive = the rest, 99 in 100 with inhibition below about 76%;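 note: plate controls were DMSO cells for no effect and high antibiotic wells for full effect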
VEEV TC-83 Vero 10K pilot screen – further read-out of VEEV TC-83 Vero, marked with its call; inhibition, %; measured here: 10K pilot screen inhibition
The depositor's hits bear a star; i = inactive; ? = inconclusive; nt = no result given. Compounds were not picked by outcome; about 1.4% have a hit in one of these screens.

Start of the listing, in advance, four compounds:
SMILES	VEEV TC-83 Vero	influenza NS1A	H37Rv inhibition	Salmonella PhoP GFP	tuberculosis growth	others
CCOC(=O)N1CCN(C(=O)CSc2ccc(C(F)(F)F)cc2[N+](=O)[O-])CC1	i	11%	4%	9%	39%
Cc1cc(C)n2nc(C)c(-c3ccc(Cl)cc3)c2n1	4.6%	-11%	7%	-5%	23%
CCCOc1ccccc1/C=N/NC(=O)C1CC1	0.5%	-12%	-1%	-8%	-1%
COc1ccc2c(C)cc(N3CCN(Cc4ccccc4)CC3)nc2c1	1.1%	3%	14%	6%	12%

The list itself, from the first entry:
SMILES	VEEV TC-83 Vero	influenza NS1A	H37Rv inhibition	Salmonella PhoP GFP	tuberculosis growth	others
CCOC(=O)N1CCN(C(=O)CSc2ccc(C(F)(F)F)cc2[N+](=O)[O-])CC1	i	11%	4%	9%	39%
Cc1cc(C)n2nc(C)c(-c3ccc(Cl)cc3)c2n1	4.6%	-11%	7%	-5%	23%
CCCOc1ccccc1/C=N/NC(=O)C1CC1	0.5%	-12%	-1%	-8%	-1%
COc1ccc2c(C)cc(N3CCN(Cc4ccccc4)CC3)nc2c1	1.1%	3%	14%	6%	12%
COc1cc(C(=O)N/N=C(\Cc2ncc[nH]2)c2ccccc2)cc(OC)c1OC	0.2%	-6%	3%	7%	43%
CCOC(=O)N1CCN(S(=O)(=O)c2ccc3[nH]cc(C(=O)O)c(=O)c3c2)CC1	0.6%	-4%	-4%	0%	7%
FC(F)(F)c1cccc(N2CCN(c3ccc4nnc(-c5ccccc5)n4n3)CC2)c1	3.6%	-1%	1%	-2%	-5%
O=C(COC(=O)c1cccnc1)c1ccc(Cl)cc1	0.5%	-3%	3%	16%	52%
COc1cc2cc(CN(CCCO)S(=O)(=O)c3ccccc3Cl)c(=O)[nH]c2cc1OC	1.8%	-1%	-3%	3%	32%
CC(C)c1cc(C(=O)Nc2cccc(C(F)(F)F)c2)no1	5.5%	10%	2%	-6%	?
COC(=O)C1=C(c2cc3ccccc3s2)C[C@@H]2CC[C@H]1N2C	4.6%	3%	2%	nt	23%
O=C(Cn1nnc2ccccc2c1=O)Nc1cccc(S(=O)(=O)N2CCOCC2)c1	2.5%	0%	-5%	-4%	0%
COc1ccc(Cl)cc1NC(=O)CSc1nc(-c2ccccc2)cc(=O)[nH]1	i	-4%	1%	11%	-7%
O=C(CN1C(=O)NC2(CCc3ccccc32)C1=O)c1ccccc1 (configuration not stated)	i	-4%	2%	-6%	-2%
COc1ccc(C(=O)OCC(=O)Nc2ncc([N+](=O)[O-])s2)cc1OC	0.3%	-5%	-6%	nt	nt
Cc1cccc(NC(=O)c2cc(NC(=O)c3ccccc3)ccc2N2CCCCC2)c1	i	4%	0%	-5%	-21%
CSCCC(NC(=O)c1ccccc1Cl)C(=O)NC1CCN(Cc2ccccc2)CC1 (configuration not stated)	i	-1%	-2%	9%	-5%
CCCCN1C(=O)C(=O)N(c2ccccc2)C1=S	1.8%	1%	5%	-1%	23%
Brc1ccc(C2CC(c3ccccc3)=Nc3ccccc3N2)cc1 (configuration not stated)	1.0%	9%	1%	-5%	?
Cc1ccc2[nH]c3c(c2c1)CN(C(=O)CN1CC(C)OC(C)C1)CC3 (configuration not stated)	4.1%	0%	4%	-6%	26%
Cc1ccc(S(=O)(=O)N=S(CC2CC2(Cl)Cl)CC2CC2(Cl)Cl)cc1 (configuration not stated)	i	23%	-5%	2%	14%
COc1cc2c(cc1OC)C(c1cccs1)N(C(=O)c1cccnc1)CC2 (configuration not stated)	10%	6%	-5%	10%	-2%
NS(=O)(=O)c1ccc(NS(=O)(=O)c2cccs2)cc1	0.3%	1%	2%	13%	0%
COc1ccc(/C=N/n2cnnc2)cc1Br	1.1%	nt	-2%	8%	-2%
O=C(NC(=O)N1CCC2(CC1)OCCO2)c1ccc(Cl)cc1	i	8%	-4%	3%	13%
O=C(NC1CCCCC1)C1CCCN1S(=O)(=O)c1cccc2nsnc12 (configuration not stated)	i	-8%	-4%	1%	9%
O=C1NCCN/C1=C\C(=O)c1cccc(Br)c1	9.9%	4%	-14%	12%	-2%
Cc1cc(=O)n2nc(N3CCCC(C(=O)NCc4ccccc4Cl)C3)sc2n1 (configuration not stated)	i	1%	-11%	-11%	1%
O=C(NCCc1ccccc1)c1ccc(S(=O)(=O)N2CCCC2)cc1	3.1%	0%	-13%	nt	15%
O=c1cc(-c2ccccc2)nc(SCc2ccc(Cl)cc2)[nH]1	1.2%	-9%	-2%	0%	1%
COc1cc2c(cc1OC(C)=O)CCCCC2=O	0.5%	3%	nt	nt	nt
CCOC(=O)C1(Cc2cccc(OC)c2)CCN(Cc2cccc(O)c2)CC1	3.3%	-3%	-3%	-4%	11%
CCOc1cc(C(=O)OCC(=O)c2c[nH]c3ccccc23)ccc1OCC(=O)N1CCOCC1	5.5%	2%	-6%	-11%	10%
O=C(COc1ccc(S(=O)(=O)NCc2ccccc2)cc1Cl)NCC1CCCO1 (configuration not stated)	2.8%	9%	-2%	9%	5%
COc1c(Cl)cc(Cl)cc1CNCCO	i	12%	1%	-9%	4%
CCNC(=S)N/N=C(\C)c1ccc(N2CCOCC2)cc1	0.2%	1%	?	-2%	?
O=C(c1cccnc1)N1CCc2ccccc2C1	1.1%	11%	-11%	-4%	6%
CN1C(=O)c2cccc3c(S(=O)(=O)Nc4ccccn4)ccc1c23	6.7%	-2%	-2%	-5%	12%
Cc1cc(C)c(S(=O)(=O)N2CCN(c3ccc([N+](=O)[O-])c(NCc4ccco4)c3)CC2)c(C)c1	0.4%	2%	16%	-9%	9%
COc1cccc(/C=C/C(=O)OCC(=O)Nc2cccc(S(=O)(=O)N3CCOCC3)c2)c1OC	0.3%	-2%	6%	5%	20%

4 consecutive records out of the list so far, for reference:
SMILES	VEEV TC-83 Vero	influenza NS1A	H37Rv inhibition	Salmonella PhoP GFP	tuberculosis growth	others
O=C(NC1CCCCC1)C1CCCN1S(=O)(=O)c1cccc2nsnc12 (configuration not stated)	i	-8%	-4%	1%	9%
O=C1NCCN/C1=C\C(=O)c1cccc(Br)c1	9.9%	4%	-14%	12%	-2%
Cc1cc(=O)n2nc(N3CCCC(C(=O)NCc4ccccc4Cl)C3)sc2n1 (configuration not stated)	i	1%	-11%	-11%	1%
O=C(NCCc1ccccc1)c1ccc(S(=O)(=O)N2CCCC2)cc1	3.1%	0%	-13%	nt	15%

The results go on.
SMILES	VEEV TC-83 Vero	influenza NS1A	H37Rv inhibition	Salmonella PhoP GFP	tuberculosis growth	others
O=C1NC2(C=Cc3c(ccc4ccccc34)O2)Oc2ccccc21 (configuration not stated)	7.8%	14%	-6%	-10%	11%
COCCCN(C(=O)c1ccccc1F)c1nc(-c2ccc(OC)cc2)cs1	5.3%	-3%	11%	-5%	33%
O=C(Cc1ccccc1)OCCNC(=O)c1cccnc1	0.7%	-3%	0%	2%	12%
N#Cc1ccccc1Sc1ccccc1C(=O)N1CCOCC1	i	-15%	-8%	-14%	14%
CC1CCCCN1C(=O)C(=O)c1cn(CC(=O)N2CCCCCC2)c2ccccc12 (configuration not stated)	0.4%	-8%	-2%	-2%	55%
O=C(CN1C(=O)COc2ccccc21)NCC1CCCO1 (configuration not stated)	0.1%	10%	3%	1%	-11%
CCOc1cccc(/C(O)=C2/C(=O)C(=O)N(Cc3ccco3)C2c2ccncc2)c1 (configuration not stated)	0.9%	-5%	-13%	-10%	11%
Cc1ccc(SC(C)C(=O)Nc2cccc(N(C)S(C)(=O)=O)c2)cc1 (configuration not stated)	i	8%	-11%	1%	3%
CN(C)N=C1c2cc(S(=O)(=O)N(C)C)ccc2-c2ccc(S(=O)(=O)N(C)C)cc21	2.4%	7%	1%	0%	2%
CN(CC(=O)Nc1ccncc1)S(=O)(=O)c1ccc(Cl)cc1	4.2%	4%	-5%	-11%	5%
CCOC(=O)c1cnc(SCC(=O)c2ccccc2)nc1N	3.1%	1%	-19%	7%	78%
O=C(O)CN1C(=O)C2(OCCCO2)c2ccccc21	1.6%	4%	-1%	-4%	-7%
O=C(NCc1ccc(Cl)cc1)C(=O)c1c[nH]c2ccccc12	0.2%	4%	-3%	-8%	20%	VEEV TC-83 Vero 10K pilot screen=1.5
COC/C=C/C1=CC2=CC(=O)C(C)(OC(=O)c3cnc4ccccc4n3)C(=O)C2=CN1c1ccc(CO)cc1 (configuration not stated)	nt	nt	3%	5%	-2%
CCOc1ccc(C(=O)OC(C)C(=O)N2CCN(Cc3ccccc3)CC2)cc1 (configuration not stated)	i	-7%	-7%	nt	20%
CC(/C=C1\SC(=S)N(CC(=O)N2CCN(c3ccccc3)CC2)C1=O)=C\c1ccccc1	i	3%	6%	-5%	54%
O=C(NCCCN1CCCC1=O)C1CCN(S(=O)(=O)c2ccccc2)CC1	1.6%	-13%	1%	nt	-17%
CCCS(=O)(=O)c1c(S(=O)(=O)CCC)c2ccc(C(C)=O)cn2c1C(=O)OC	0.7%	-18%	-14%	6%	-7%
COC(=O)C1=C(c2cc3ccccc3o2)C[C@@H]2CC[C@H]1N2C(=O)N1CCOCC1	0.7%	-3%	-5%	-11%	-2%
CCCCN(C(=O)Cn1nnc2ccccc21)C(C(=O)NCc1ccco1)c1ccncc1 (configuration not stated)	i	-16%	-5%	2%	-4%
Cc1c(Cc2ccccc2)c(=O)oc2c(C)c(OC(C)C(=O)NCC3CCC(C(=O)O)CC3)ccc12 (configuration not stated)	0.9%	1%	-11%	-3%	11%
CC1CCC(NC(=O)c2cc(S(=O)(=O)N3CCCCC3)c[nH]2)CC1 (configuration not stated)	1.5%	24%	-3%	-7%	-9%
Cc1ccc(NC(=O)CC(C)CC2=NS(=O)(=O)c3ccccc3N2)cc1 (configuration not stated)	1.2%	1%	-10%	-30%	33%
Cc1cc(C(=O)Nc2ccccc2N2CCOCC2)c2ccccc2n1	8.4%	-11%	0%	-6%	16%
CSc1ccc(CN2CCN(C(C)C)C(CCO)C2)cc1 (configuration not stated)	0.2%	-2%	-1%	-5%	-3%
CCCC(=O)Nc1cc(OC)c(NC(=O)NC2CCCCC2)cc1OC	1.6%	0%	-1%	-8%	-3%
COc1ccc2nc(NC(=O)CSc3nc(SC)ns3)sc2c1	0.9%	6%	61%	10%	?
CN(C(=O)CSc1nncn1-c1ccccc1)c1ccccc1	1.0%	-11%	-1%	8%	-5%
COc1ccc(C(=O)NCC(=O)N2CCC(C)CC2)cc1OC	i	9%	-14%	4%	-27%
Cc1ccc(C(=O)O)cc1N1C(=O)c2cccc3cc(Br)cc(c23)C1=O	9.1%	11%	6%	-4%	9%
Cc1ccc2nc(-c3cccnc3)oc2c1	7.4%	2%	-4%	-8%	5%
Cc1csc(-c2coc3cc(O)cc(C)c3c2=O)n1	5.9%	26%	-6%	-11%	71%
CN(C(=O)COC(=O)C1(C)CC1(Cl)Cl)c1c(N)n(Cc2ccccc2)c(=O)[nH]c1=O (configuration not stated)	1.1%	-8%	0%	nt	-15%
COc1ccc(C(=O)Nc2ccnn2C2CCN(CCC(C)c3ccc(C)o3)CC2)cc1 (configuration not stated)	2.5%	-4%	-6%	-13%	5%
COC(=O)c1c(NC(=S)NNC(=O)c2ccc(Cl)s2)sc(C(=O)N(C)C)c1C	2.3%	-3%	-3%	-11%	-19%
COc1ccc(OCC(O)CN2C(=O)c3ccccc3S2(=O)=O)cc1 (configuration not stated)	0.2%	-3%	-4%	6%	4%
CN(C)c1ccc(-c2nc3cnccn3c2Nc2ccc3c(c2)OCCO3)cc1	2.1%	0%	4%	9%	25%
O=C(Nc1ccc(S(=O)(=O)N2CCOCC2)cc1)c1ccccc1F	0.9%	-14%	9%	-2%	1%
CC(=O)NC(CC(=O)NC(C)c1ccc(Cl)cc1Cl)c1ccccc1 (configuration not stated)	3.0%	8%	-1%	-8%	7%
COc1ccc([C@@H]2[C@@H]3C(=O)N(C(C)(C)C)C(=O)[C@@H]3[C@]3(Cc4ccc(Cl)cc4)C(=O)N(c4ccc(OC)cc4)C(=O)N23)cc1	i	8%	0%	-5%	66%
O=C(NCc1ccc2c(c1)OCO2)c1c(-c2ccccc2)sc2ccccc12	i	-16%	4%	nt	13%
Cc1cccc(NS(=O)(=O)c2cc(Cl)ccc2Cl)n1	2.8%	25%	-2%	-2%	29%
CC1CN=C(Nc2ccccc2)S1 (configuration not stated)	2.4%	-6%	1%	3%	-36%
Cc1ccc(C(=O)/C=C\Nc2ccc(C)c(C)c2)cc1	1.1%	-3%	?	-6%	34%
Cc1coc2c(C)c3oc(=O)cc(-c4ccccc4)c3cc12	0.7%	-2%	-7%	2%	14%
